High-throughput results as filed in PubChem BioAssay.
PI4K2A block = PI4K2A (human) kinase inhibition; Q9BTU6; purified PI4K2A, ADP-Glo luminescence, 1 h; stronger effect = lower value; activity change, negative = inhibition, % at 76.9 µM; 420,000 tested, 0.13% active; AID 1346378; in the data active means activity change below about -50%; inconclusive means mostly about -30% to -49%;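 further: -100% = wells without enzyme as full effect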
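In this quantitative HTS, ADP production by PI4K2A was quantified luminescently after 1 h at ambient temperature; 100 microM adenosine served as plate-quality control.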
TrxR1 inh = inhibitors of rat thioredoxin reductase 1; AID 588453; Potency, µM (doses to about 114 µM), without a hit: at the highest dose activity change, negative = inhibition, most hits filed as inhibitors; O89049; 390,000 tested, 1% active; recombinant rTrxR1, NADPH fluorescence consumption, selenite substrate; further: potency means the concentration at half of the fitted maximal effect; on the % scale 0 is the no-effect control and ±100 the full control effect; nearly all actives have a fitted effect of over 65% in size
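Rat TrxR1 (90 nM in the dispensed reagent) was pre-reduced with 400 uM NADPH for 5 min at room temperature, then incubated with compound for 15 min. After 400 uM selenite was added, NADPH fluorescence (Ex 340/Em 450 nm) was followed for 8 min.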
Tb PGK inh = inhibitors of T. brucei phosphoglycerate kinase; AID 602233; P07378; PGK/GAPDH coupled, Kinase-Glo luminescence, 60 min; 380,000 tested, 0.043% active; Potency, µM (titrated, usually from 57.5 µM), for the others: at the highest dose activity change, negative = inhibition, usual class: inhibitors; further: potency means the concentration at half of the fitted maximal effect; on the % scale 0 is the no-effect control and ±100 the full control effect; nearly all actives have a fitted effect of over 60% in size
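Luminescent ATP detection (Kinase-Glo Plus) follows a 60-minute room-temperature incubation, with wells lacking PGK as controls. Buffer: 100 mM TEA (pH 7.6), 5 mM MgCl2, 0.01% Tween-20. Coupling enzyme GAPDH (100 nM final) supplies unstable 1,3-BPG in-well.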
TrxR1 substrate = substrates of rat thioredoxin reductase 1 | Potency, µM (titrated, usually from 114 µM), for the others: at the top dose activity change, negative = substrate turnover | AID 588456 | O89049 | purified TrxR1 substrate turnover, NADPH consumption readout | 390,000 tested, 0.01% active; further: potency means the concentration at half of the fitted maximal effect; on the % scale 0 is the no-effect control and ±100 the full control effect; nearly all actives have a fitted effect of over 50% in size
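Rat TrxR1, dispensed at 90 nM, was prereduced with 400 uM NADPH (final) for 5 min at ~22 deg C, then incubated with compound 15 min before 400 uM selenite. A first-read NADPH fluorescence drop versus no-compound background flagged substrates.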
USP1 inh = blocks the human USP1/UAF1 deubiquitinase complex | 390,000 tested, 0.23% active | Potency, µM (highest dose often 57.1 µM), for inactives: at the highest dose activity change, negative = inhibition, actives largely listed as inhibitors | AID 743255 | recombinant USP1/UAF1, Ub-Rhodamine cleavage fluorescence | O94782; further: potency means the concentration at half of the fitted maximal effect; on the % scale 0 is the no-effect control and ±100 the full control effect; nearly all actives have a fitted effect of over 60% in size; inactives centre near -12
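Step one: compound is pinned into 1nM USP1/UAF1 in HEPES pH 7.8 buffer with TCEP. Step two: 15 min room-temperature incubation. Step three: Ub-Rho (150nM final) starts cleavage, tracked by fluorescence over six one-minute reads.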
Pin1 inh = inhibitors of human Pin1. Q13526. Pin1 FP peptide displacement, HiFluor488, 10 min. Potency, µM (top dose mostly 115 µM), for inactives: top-dose activity, negative = inhibition, actives largely listed as inhibitors. 390,000 tested, 0.009% active; active means well fitted inhibition curve with a large enough effect in the polarisation, with a control signal flat, not every such curve was filed as active; inconclusive means small, poorly fitted or top-dose-only effect, or effect the other way, or a change in a side signal; inactive means no such curve, though single readings can be large or run the other way; the % refers to the polarisation; further: potency means the concentration at half of the fitted maximal effect; on the % scale 0 is the no-effect control and ±100 the full control effect
Target sequence (Q13526 whole entry, looked up): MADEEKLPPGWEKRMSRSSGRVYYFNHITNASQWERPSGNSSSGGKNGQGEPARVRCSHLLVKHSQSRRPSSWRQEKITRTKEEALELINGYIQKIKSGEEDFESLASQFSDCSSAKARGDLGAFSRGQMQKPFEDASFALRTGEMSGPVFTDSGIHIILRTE
GLS inh = glutaminase GLS (human) inhibition; Potency, µM (top dose mostly 45.5 µM), for the others: at the top dose activity change, negative = inhibition, actives largely listed as inhibitors; GLS enzymatic activity, qHTS titration; O94925; 410,000 tested, 0.21% active; further: potency means the concentration at half of the fitted maximal effect; on the % scale 0 is the no-effect control and ±100 the full control effect
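Compounds were pin-transferred onto hKGA, after which L-glutamine (1 mM solution) and a detection mix of glutamate oxidase, HRP and Amplex Red were added. Initial and 30 min RT fluorescence reads were collected.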
HP1b binding inh = inhibitors of HP1-beta chromodomain binding to methylated histone tails | P83916 | AlphaScreen HP1-beta / biotin-H3K9me3 peptide binding | Potency, µM (doses to about 114 µM), without a hit: at the highest dose activity change, negative = inhibition, usual class: inhibitors | 390,000 tested, 0.56% active; further: potency means the concentration at half of the fitted maximal effect; nearly all actives have a fitted effect of over 70% in size; inactives centre near 23
Target sequence (P83916 whole entry, looked up): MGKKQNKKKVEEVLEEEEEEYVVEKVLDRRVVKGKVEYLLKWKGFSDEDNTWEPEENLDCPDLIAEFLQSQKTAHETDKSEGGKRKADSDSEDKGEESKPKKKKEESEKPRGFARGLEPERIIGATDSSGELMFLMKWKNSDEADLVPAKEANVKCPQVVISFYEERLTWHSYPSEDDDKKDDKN
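AlphaScreen: HP1-beta (50 nM) preformed 30 min with biotin-H3(1-18)K9me3 peptide (50 nM) in PBS pH 7.4, 0.01% Tween-20. Compound added for 30 min at RT, then streptavidin donor/nickel chelate acceptor beads (10 ug/mL) for 30 min.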
mIDH1 inhibitor = blocks human mutant IDH1 R132H enzyme | O75874 | IDH1-R132H enzyme, NADPH consumption, diaphorase/resazurin fluorescence | Potency, µM (top dose mostly 76.6 µM), for inactives: at the top dose activity change, negative = inhibition, most hits filed as inhibitors | 390,000 tested, 0.093% active | AID 602179; further: potency means the concentration at half of the fitted maximal effect; on the % scale 0 is the no-effect control and ±100 the full control effect; nearly all actives have a fitted effect of over 65% in size
Target sequence (O75874 whole entry R132H, stated change not applied): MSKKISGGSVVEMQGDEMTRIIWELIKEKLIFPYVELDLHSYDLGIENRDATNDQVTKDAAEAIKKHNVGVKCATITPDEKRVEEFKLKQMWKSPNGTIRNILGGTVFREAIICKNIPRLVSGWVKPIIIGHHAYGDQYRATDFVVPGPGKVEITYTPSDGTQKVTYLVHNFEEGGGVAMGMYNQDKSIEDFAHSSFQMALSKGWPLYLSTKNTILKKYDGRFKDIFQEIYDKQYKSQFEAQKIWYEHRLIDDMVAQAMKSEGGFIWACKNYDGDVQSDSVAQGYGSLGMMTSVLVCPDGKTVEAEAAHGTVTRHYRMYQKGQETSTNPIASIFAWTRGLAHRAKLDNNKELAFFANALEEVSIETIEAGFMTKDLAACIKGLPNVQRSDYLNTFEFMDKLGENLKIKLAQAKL
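IDH1-R132H (0.5 ug/mL) preincubated 30 min with compound, then NADPH (0.016 mM) and alpha-KG (2 mM) added; 80 min at RT, pH 7.5. Remaining NADPH coupled via diaphorase/resazurin to fluorescence (540/590 nm); concentration-response curves normalized to no-enzyme control.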
* marks the source's active call; other numbers are inactive results; i = inactive; u = inconclusive; [ ] = dose if it differs, or a comment. Unless noted, the call rests on the fitted dose curve; in most records, active means well fitted curve in the direction sought with a large enough effect; inconclusive means small, poorly fitted or top-dose-only effect, or another doubt; inactive means no such curve, though single readings can be large; an effect the other way counts as inactive or inconclusive.

Every second line gives: PI4K2A block	TrxR1 inh	Tb PGK inh	TrxR1 substrate	USP1 inh	Pin1 inh	GLS inh	HP1b binding inh	mIDH1 inhibitor
CC(=O)Nc1ccc(S(=O)(=O)N2CCC(NC(C)=O)(c3cccc(F)c3)CC2)cc1
 : 1	-5%[57.1 µM]	i	-9%	-15%	-2%	-1%	20%	-1%
Cc1nc(C)c(C(=O)Nc2ccc(C)c(F)c2)o1
 : -3	-11%[57.1 µM]	-8%	1%[57.1 µM]	-2%	3%	-1%	-5%	-6%
C=CCNC(=S)Nc1ccc(OC)c(S(=O)(=O)N2CCOCC2)c1
 : -5	-11%	7%	1%	-9%	-9%	18%	37%	29%
COc1ccccc1Nc1c2c(nc3ccc(NC(=O)c4cccc(F)c4)cc13)CCCC2
 : -1	15%	i	-6%	1%	6%	1%	-7%	-6%
CC(C)(C)C1CCC(=NNC(=O)CN(c2ccccc2)S(=O)(=O)c2ccccc2[N+](=O)[O-])CC1 (stereo unspecified)
 : -4	4%	-8%	-9%	-18%	-8%	1%	11%	2%
O=C(COC(=O)c1cccc(S(=O)(=O)N2CCc3ccccc3C2)c1)NCc1ccco1
 : -3	14%[0.457 µM]	-1%	1%	-11%	0%	1%	26%	3%
Oc1ccc(C=NC2CCCCC2)c(O)c1
 : 2	-2%[57.1 µM]	-7%	-4%[57.1 µM]	-19%	3%	18%	6%	15%
COc1ccc(N(CN2C(=O)C3C4C=CC(C4)C3C2=O)C(=O)c2ccco2)cc1 (stereo unspecified)
 : 3	-15%	i	-7%	-4%	-5%	11%	51%	2%
Cc1ccc(S(=O)(=O)Nn2c(C)nnc2-n2nc(C)cc2C)cc1
 : -7	6%[57.1 µM]	i	-5%	-8%	-3%	0%	5%	-1%
O=C(NCc1ccccc1CN1CCCCC1)c1ccc(Cl)cc1N1CCCC1=O
 : -3	18%	-9%	9%	-22%	7%	1%	34%	10%
CN(C)CCNC(=O)NC1CCCCC1
 : -7	24%[57.1 µM]	-4%	13%[57.1 µM]	5%	3%	8%	14%	3%
CC(C)c1ccc(NC(=O)C2CSC3(C)CCC(=O)N23)cc1 (stereo unspecified)
 : -3	14%	-3%	3%	-27%	0%	1%	43%[activator]	3%
COC(=O)c1ccccc1N/C=C1\CCc2c(c(C)nn2-c2ccccn2)C1=O
 : -2	-9%	1%	-3%	u	19%	16%	19%	6%
O=C(COC(=O)c1ccccc1Br)Nc1ccc2[nH]c(=O)[nH]c2c1
 : 1	21%	-10%	5%	-21%	11%	3%	11%	0%
Cc1cccc(-n2c3c(cc(-c4nc(-c5ccc(Cl)cc5)cs4)c2=O)C(=O)CC(C)(C)C3)c1
 : 1	34%	-3%	21%	14%	-4%	-2%	17%	-25%
CS(=O)(=O)N1CCC(C(=O)Nc2cccc(C(F)(F)F)c2)CC1
 : -1	1%	-2%	-5%[57.1 µM]	-9%	9%	11%	35%	0%
O=C(Nn1c(SCc2ccc([N+](=O)[O-])cc2)nc2ccccc2c1=O)c1ccc(F)cc1
 : -2	13%[57.1 µM]	i	-21%[57.1 µM]	-13%	7%	-5%	-7%	2%
CC1Cc2ccccc2N1CC(=O)Nc1ccc(N2CCOCC2)cc1 (stereo unspecified)
 : 1	27%	4%	3%	-9%	3%	31%[activator]	-9%	0%
Cc1cccc(-n2c(C)nc3c(cnn3-c3ccc(F)cc3)c2=O)c1
 : -3	0%	-15%	-5%	-9%	-1%	4%	58%[activator]	5%
CCC(CC)NCc1ccc2c(c1)c1ccccc1n2CC
 : 2	-1%	1%	2%	-19%	-7%	-8%	u	-3%
Brc1ccc(CNCc2cccs2)cc1
 : -1	-10%	i	-5%	3%	4%	16%	35%	1%
COc1ccccc1CNC(=O)c1cc2c(C)nn(Cc3ccc(F)cc3)c2s1
 : 11	7%	2%	0%	-14%	20%	-12%	36%	0%
CCN1CCN(C(=O)CN(CC)S(=O)(=O)c2ccc(F)cc2)CC1
 : 0	-11%	7%	-2%	-15%	1%	0%	22%	2%
CCCCN1CCc2c([nH]c3c(C)cccc23)C1=O
 : -8	-6%	-2%	-1%	-13%	-6%	u	u	5%
Cc1cccc(C)c1OCC(=O)N(Cc1ccco1)C1CCS(=O)(=O)C1 (stereo unspecified)
 : 8	39%	-3%	1%[57.1 µM]	-16%	-3%	-6%	34%	6%
CCn1c(SCC(=O)Nc2ccc(C(=O)OC)cc2)nc2cccnc21
 : 8	2%	i	-7%	-10%	-3%	2%	57%[activator]	4%
Cc1cc2c(cc(C(=O)N3CCC(C(=O)NC4CCCC4)CC3)n2Cc2c(F)cccc2Cl)o1
 : -3	-1%[57.1 µM]	i	4%[57.1 µM]	-21%	-5%	6%	1%	2%
CCC(Oc1cccc(C)c1)C(=O)Nc1ccccc1C(=O)N1CCOCC1 (stereo unspecified)
 : -9	15%	3%	0%	-15%	-3%	-2%	30%	3%
CN(C)c1ccc(/C=N/NC(=O)CNC(=O)c2ccncc2)cc1
 : 1	-3%	-6%	3%	-21%	6%	35%[activator]	25%	11%
C=CCCC1CN(Cc2ccco2)S(=O)(=O)c2c(F)cccc2O1 (stereo unspecified)
 : -6	40µM*	-2%	-3%	-4%	6%	0%	-5%	-3%
CCN1CCN(c2oc(-c3ccc(COc4ccccc4C)o3)nc2C#N)CC1
 : -1	11%	7%	8%	-14%	u	3%	u	-5%
Cn1c(CNC(=O)CNS(=O)(=O)c2ccccc2)cc(=O)n(C)c1=O
 : 0	23%	-8%	7%	-11%	-15%	10%	8%	7%
COC(=O)CCCC(=O)NCC1(N(C)Cc2ccccc2)Cc2ccccc2C1
 : 5	15%[57.1 µM]	-11%	-4%	-5%	-2%	-8%	35%	4%
O=C(CSc1cccc(C(F)(F)F)c1)Nc1cc(S(=O)(=O)N2CCCC2)ccc1Cl
 : -1	-8%	-4%	-3%	-22%	-6%	-4%	46%[activator]	3%
Cc1ccc(C(=O)CCC2CCCCC2=O)cc1 (stereo unspecified)
 : 3	38%[activator]	-4%	7%	-15%	0%	-2%	49%[activator]	6%
O=C(Cn1c(=O)n(Cc2ccccc2)c(=O)c2oc3ccccc3c21)Nc1ccc(Cl)cc1
 : 1	-1%	-5%	-9%	u	54%[activator]	-2%	29%	0%
Cc1cc(C)cc(NC(=O)c2ccc(CSc3nnnn3C)cc2)c1
 : -1	7%	-1%	-2%	-5%	1%	2%	26%	-1%

In another format: entries from further up
mol	PI4K2A block	TrxR1 inh	Tb PGK inh	TrxR1 substrate	USP1 inh	Pin1 inh	GLS inh	HP1b binding inh	mIDH1 inhibitor
CCC(CC)NCc1ccc2c(c1)c1ccccc1n2CC	2	-1%	1%	2%	-19%	-7%	-8%	u	-3%
Brc1ccc(CNCc2cccs2)cc1	-1	-10%	i	-5%	3%	4%	16%	35%	1%
COc1ccccc1CNC(=O)c1cc2c(C)nn(Cc3ccc(F)cc3)c2s1	11	7%	2%	0%	-14%	20%	-12%	36%	0%
CCN1CCN(C(=O)CN(CC)S(=O)(=O)c2ccc(F)cc2)CC1	0	-11%	7%	-2%	-15%	1%	0%	22%	2%
CCCCN1CCc2c([nH]c3c(C)cccc23)C1=O	-8	-6%	-2%	-1%	-13%	-6%	u	u	5%
Cc1cccc(C)c1OCC(=O)N(Cc1ccco1)C1CCS(=O)(=O)C1 (stereo unspecified)	8	39%	-3%	1%[57.1 µM]	-16%	-3%	-6%	34%	6%
CCn1c(SCC(=O)Nc2ccc(C(=O)OC)cc2)nc2cccnc21	8	2%	i	-7%	-10%	-3%	2%	57%[activator]	4%
Cc1cc2c(cc(C(=O)N3CCC(C(=O)NC4CCCC4)CC3)n2Cc2c(F)cccc2Cl)o1	-3	-1%[57.1 µM]	i	4%[57.1 µM]	-21%	-5%	6%	1%	2%
CCC(Oc1cccc(C)c1)C(=O)Nc1ccccc1C(=O)N1CCOCC1 (stereo unspecified)	-9	15%	3%	0%	-15%	-3%	-2%	30%	3%
CN(C)c1ccc(/C=N/NC(=O)CNC(=O)c2ccncc2)cc1	1	-3%	-6%	3%	-21%	6%	35%[activator]	25%	11%
C=CCCC1CN(Cc2ccco2)S(=O)(=O)c2c(F)cccc2O1 (stereo unspecified)	-6	40µM*	-2%	-3%	-4%	6%	0%	-5%	-3%

Some of the compounds tested, so the mix of outcomes need not match the whole.
